# CHRM4 PAM: potentiates acetylcholine response at human M4 receptor. CHO-K1 hM4/Gqi5, Fluo-8 calcium fluorescence, ACh EC20; 0% = ACh EC20, 100% = maximal ACh. activation, % at 3 µM. P08173. AID 624126. actives 0.4% (n = 360,000);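 active means activation above its plate's cutoff, the mean activation of sample wells plus 3 SD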; further: some results filed as inactive read as strong as hits
# IDE cell inh: inhibitors of human insulin-degrading enzyme in cells; P14735; HEK cells, FAbetaB cleavage, fluorescence polarization; inhibition, % at 5.59 µM; actives 0.41% (n = 320,000);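 active means percent inhibition above the average of all tested compounds plus 3 SD, set per screening campaign, cut at about 16% in these data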;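 further: IDE supplied by intact live HEK cells; FP after avidin binding of uncleaved biotin substrate so inhibition keeps polarization high; 0% = DMSO wells and 100% = 60 µM reference IDE inhibitor Ii1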
# IDE cell activ: IDE (human) activation, cell-based; P14735; HEK cells, FAbeta-B cleavage, fluorescence polarization; 0% vehicle, 100% cell-free pure enzyme wells; activation, % at 5.96 µM; actives 0.073% (n = 340,000); AID 493087;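 active means activation above the mean of all tested compounds plus 3 SD, set per screening campaign, cut at about 17% in these data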
# pCIP destab: lowers stability of the mouse p/CIP coactivator protein; Q05BA5; F442A p/CIP-EGFP cells, EGFP fluorescence, 16 h; decrease of EGFP signal, % at 10 µM; actives 0.01% (n = 290,000); AID 1984;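 active means EGFP signal decrease of at least 30% at 10 µM or well 3 SD below plate mean, unless failing retest; inactive means the rest, including hits failing retest or dose response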; further: some compounds called inactive have numbers as strong as hits; many of its hits are not listed in these tables
# CRFBP-R2 agonist: agonists of human CRF-binding protein/CRF-R2 receptor complex | HEK293 CRF-R2/CRF-BP, calcium dye fluorescence (FLIPR); percent of saturating CRF peptide response | activation, % at 13.2 µM | actives 0.46% (n = 350,000) | AID 588473;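 active means activation of at least 50%, plus an integration ratio under a set limit after plate pattern correction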;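 further: plate controls were neutral control wells without compound for no effect and CRF at EC100 for full effect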
# MEKK3 PB1 HTS: MEKK3-MEK5 PB1 interaction, increase or decrease. Q99759. bead-based flow cytometry, Alexa488-MEK5 binding to MEKK3; actives lie on both sides; 0 = blocked by unlabeled MEK5, 100 = vehicle. binding response (% of control), % at 10 µM. actives 1.4% (n = 290,000). AID 1529;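 active means binding response more than 3 SD above or below the average of its plate-row segment, actives on both sides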;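 further: Alexa488 bead fluorescence after subtracting the streptavidin-only scavenger bead signal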
# Target sequence (Q99759 whole entry, looked up): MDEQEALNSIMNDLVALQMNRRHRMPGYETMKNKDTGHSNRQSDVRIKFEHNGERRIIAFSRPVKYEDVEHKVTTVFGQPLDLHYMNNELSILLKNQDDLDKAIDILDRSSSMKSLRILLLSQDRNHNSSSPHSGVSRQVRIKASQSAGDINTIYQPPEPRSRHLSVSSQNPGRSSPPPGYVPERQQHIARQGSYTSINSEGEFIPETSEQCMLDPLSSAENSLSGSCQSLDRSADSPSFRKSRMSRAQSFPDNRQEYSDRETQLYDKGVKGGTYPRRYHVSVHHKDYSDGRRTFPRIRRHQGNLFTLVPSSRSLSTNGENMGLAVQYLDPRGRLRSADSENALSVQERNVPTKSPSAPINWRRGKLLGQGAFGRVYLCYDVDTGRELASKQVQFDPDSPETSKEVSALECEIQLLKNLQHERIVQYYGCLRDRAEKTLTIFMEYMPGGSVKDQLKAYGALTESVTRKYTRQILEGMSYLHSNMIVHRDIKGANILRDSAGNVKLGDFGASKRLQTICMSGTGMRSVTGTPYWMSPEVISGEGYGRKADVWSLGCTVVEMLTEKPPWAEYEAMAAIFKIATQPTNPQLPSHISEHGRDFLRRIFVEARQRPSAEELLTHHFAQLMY
# GalR3 antag: human GalR3 antagonism; HEK293 GalR3-CNG cAMP membrane potential fluorescence; galR3 body fused to GalR1 C-terminus; inhibition, % at 3 µM; actives 0.44% (n = 360,000); AID 651719;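 active means inhibition above the screen-wide average plus 3 SD, cut at about 13% in these data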;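 further: forskolin and galanin both at EC90 stimulate the cells; cAMP rise reported by CNG channel membrane potential dye signal; 0% = forskolin plus galanin with DMSO and 100% = forskolin alone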
# PHOSPHO1 block: PHOSPHO1 (human) inhibition; Q8TCT1; recombinant PHOSPHO1, absorbance phosphatase assay; inhibition, % at 13.3 µM; actives 1.1% (n = 290,000); in the data active means inhibition above about 60%
# Target sequence (Q8TCT1 whole entry, looked up): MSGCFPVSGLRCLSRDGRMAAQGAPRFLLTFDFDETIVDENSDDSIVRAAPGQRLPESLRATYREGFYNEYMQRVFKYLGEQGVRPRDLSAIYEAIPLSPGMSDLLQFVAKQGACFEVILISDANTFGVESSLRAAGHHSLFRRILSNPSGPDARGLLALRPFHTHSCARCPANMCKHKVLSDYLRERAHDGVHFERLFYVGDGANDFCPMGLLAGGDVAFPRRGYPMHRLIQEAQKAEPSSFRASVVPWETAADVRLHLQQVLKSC
# CRFBP-R2 block: CRF-BP/CRF-R2 complex antagonism. HEK293 CRF-R2/CRF-BP, CRF-induced calcium fluorescence. actives 0.59% (n = 350,000). inhibition, % at 11.8 µM. AID 588475;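 active means inhibition of the ligand-induced calcium signal above about 50% at the single tested concentration, limit read from the data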
# Starred values were filed as active, the others as inactive; . = no result given; [ ] = another dose, or the depositor's remark.
SMILES,CHRM4 PAM,IDE cell inh,IDE cell activ,pCIP destab,CRFBP-R2 agonist,MEKK3 PB1 HTS,GalR3 antag,PHOSPHO1 block,CRFBP-R2 block
Cc1noc(C)c1C(c1ccccc1)c1ccccc1,1.1,2.5,4.9,-5.5,-2.5,105.0,.,9.1,29.6
O=C(CSc1nnc(-c2ccccc2)n1-c1ccccc1)c1cccs1,3.6,2.6,-0.1,-11.1,-1.6,.,-5.8,50.9,43.4
Cn1cnnc1SCC(=O)NC1CCCC1,2.9,4.4,-2.4,-14.4,-0.4,101.0,-2.3,38.3,3.5
O=C(N/N=C/c1ccc([N+](=O)[O-])o1)c1cn(-c2ccccc2)nc1-c1ccc(F)cc1,.,1.8,.,-4.2,14.2,102.0,-3.8,-5.2,-64.2
Cc1nn(Cc2ccccc2)c(C)c1NC(=O)CCC(=O)O,6.8,1.6,1.8,-1.8,1.8,104.0,1.8,14.0,6.0
O=C(CN1C(=O)/C(=C/c2ccccc2F)Oc2ccccc21)N1CCN(c2ccccn2)CC1,15.9,2.6,4.5,4.8,4.4,93.0,3.5,-12.0,-1.4
O=S(=O)(c1ccc(N2CCCC2c2nc3ccccc3s2)nc1)N1CCOCC1 (stereo unspecified),-7.3,4.7,-2.3,-17.2,-0.3,107.0,-3.1,20.1,-4.9
Cc1ccc2c(c1)N(CCC(=O)NC1CCCCC1)C(=O)CO2,3.0,-1.3,4.3,-32.6,-1.0,101.0,-9.9,34.8,-2.6
CCn1c(SCc2nc3ccccc3c(=O)[nH]2)nnc1C(C)NC(=O)c1ccccc1F (stereo unspecified),-4.0,1.7,5.9,-19.5,-2.1,108.0,-3.0,40.8,-28.8
Nc1c(C(=O)NCc2ccco2)nnn1CC(=O)Nc1ccccc1,9.6,3.0,-1.6,-4.3,-4.0,100.0,-4.3,9.4,10.9
CCCCN(C(=O)c1cc(Cl)nc2ccccc12)c1c(N)n(Cc2ccccc2)c(=O)[nH]c1=O,4.0,2.9,2.7,.,-3.9,.,-2.9,.,0.2
COc1ccc(S(=O)(=O)N2CCc3ccccc32)cc1C(=O)N1CCC(C)CC1,-1.4,-4.9,-2.0,.,-4.8,.,-2.8,.,11.1
O=C(CSc1ccc2nnc(-c3cccc(F)c3)n2n1)NCc1ccco1,0.1,0.3,8.1,1.7,0.2,107.0,-5.2,64.6*,6.7
COc1ccccc1CNC(=O)C1CC(c2c(Cl)cccc2Cl)=NO1 (stereo unspecified),5.0,5.2,1.1,-13.8,0.3,97.0,0.5,24.4,-3.8
Cc1ccc(S(=O)(=O)N2CCC(C(=O)N[C@H](C(=O)NCc3ccco3)C(C)C)CC2)cc1,0.0,5.5,0.1,-2.7,-3.2,104.0,-2.9,-17.7,11.1
CC(C)c1c(Cl)c(O)c(-c2ccccc2)c(=O)n1-c1ccc(F)cc1,2.6,-2.4,4.1,-2.9,-0.3,97.0,4.3,-13.0,1.1
CC(C)(CCl)C(=O)Nc1ccc(C(F)(F)F)cc1,2.2,3.6,12.1,-7.7,0.6,101.0,-3.0,12.4,2.2
O=C(Nc1ccc(F)cc1)c1ccccc1,-0.4,-2.9,-2.6,5.2,-1.1,91.0,3.3,10.8,1.3
O=C(NCc1cccnc1)C(=O)Nc1nccs1,.,-1.6,.,-1.5,.,105.0,.,-7.7,.
COc1ccc(-n2ncc3c2CC(C)(C)CC3NC(=O)CCc2c(C)nn(C)c2C)cc1 (stereo unspecified),-0.5,-0.8,5.0,-9.3,0.0,99.0,-8.5,46.9,3.3
CCCCOc1nc(N2CCOCC2)nc(C)c1[N+](=O)[O-],6.6,8.6,-8.0,-9.9,-0.2,101.0,-1.5,39.9,5.0
Cc1nc2ccccn2c(=O)c1NC(=O)c1ccc2c(c1)OCO2,3.9,.,.,.,19.7,.,4.5,.,1.1
COc1cc(/C=C/c2ccc3c([N+](=O)[O-])cccc3n2)ccc1OCC(=O)O,-4.4,4.8,1.7,-11.5,-2.2,119.0,3.2,39.6,20.9
O=C(Nc1ccccc1)O/N=C1/CCCc2occc21,13.7,-2.8,0.4,-7.7,-6.6,103.0,1.1,26.8,12.8
COCCN(C(=O)CSc1nc(N)cc(=O)[nH]1)c1c(N)n(Cc2ccccc2)c(=O)[nH]c1=O,4.0,-0.7,-1.5,.,-1.9,.,-3.6,.,-3.7
COCCn1nnnc1CN1CCC(C)CC1,-0.5,1.0,0.9,-3.0,-1.6,86.0,-2.2,-3.2,-6.7
CC(C)(C)c1nn(-c2ccccc2)c2[nH]c(=O)c(CNCc3ccco3)cc12,-0.8,3.9,0.3,9.4,3.0,.,-5.7,12.7,-16.9
Cc1ccccc1-n1c(SCC(=O)N/N=C/c2sccc2C)nc2ccccc2c1=O,6.3,3.8,1.4,4.1,0.2,109.0,-1.4,-4.5,-20.6
O=C(COC(=O)c1ccc2ncsc2c1)NCc1ccc(F)cc1,-0.1,0.4,1.0,.,-1.4,.,-6.1,.,6.3
O=C1/C(=C/c2ccc([N+](=O)[O-])cc2)CCC1C1CCCC1 (stereo unspecified),-8.1,-1.4,0.1,-11.8,-0.6,105.0,-7.6,19.9,-7.2

# Reformatted with values under each structure: entries from further up.
# Below each SMILES – CHRM4 PAM, IDE cell inh, IDE cell activ, pCIP destab, CRFBP-R2 agonist, MEKK3 PB1 HTS, GalR3 antag, PHOSPHO1 block, CRFBP-R2 block
Cc1ccccc1-n1c(SCC(=O)N/N=C/c2sccc2C)nc2ccccc2c1=O
    6.3, 3.8, 1.4, 4.1, 0.2, 109.0, -1.4, -4.5, -20.6
CC(C)(C)c1nn(-c2ccccc2)c2[nH]c(=O)c(CNCc3ccco3)cc12
    -0.8, 3.9, 0.3, 9.4, 3.0, ., -5.7, 12.7, -16.9
Cc1nc2ccccn2c(=O)c1NC(=O)c1ccc2c(c1)OCO2
    3.9, ., ., ., 19.7, ., 4.5, ., 1.1
O=C(COC(=O)c1ccc2ncsc2c1)NCc1ccc(F)cc1
    -0.1, 0.4, 1.0, ., -1.4, ., -6.1, ., 6.3
CCCCOc1nc(N2CCOCC2)nc(C)c1[N+](=O)[O-]
    6.6, 8.6, -8.0, -9.9, -0.2, 101.0, -1.5, 39.9, 5.0
O=C(Nc1ccccc1)O/N=C1/CCCc2occc21
    13.7, -2.8, 0.4, -7.7, -6.6, 103.0, 1.1, 26.8, 12.8

# Next part.
SMILES,CHRM4 PAM,IDE cell inh,IDE cell activ,pCIP destab,CRFBP-R2 agonist,MEKK3 PB1 HTS,GalR3 antag,PHOSPHO1 block,CRFBP-R2 block
CNc1ccc(S(=O)(=O)NCC(=O)NCCCc2ccccc2)cc1[N+](=O)[O-],3.1,6.8,-0.4,-16.1,-0.2,100.0,-3.2,7.6,-7.6
CCc1ccc(C(C)NC(=O)C2CCCC2)cc1 (stereo unspecified),0.5,3.5,5.0,2.4,-1.3,100.0,-7.1,24.1,0.8
Cc1ccc(-c2nc3ccccc3n2C)o1,-1.4,-0.8,4.4,-3.6,0.7,103.0,-4.8,-46.9,10.3
COc1ccccc1NS(=O)(=O)c1ccc(C)c(C(=O)N2CCCC2)c1,20.4,-4.3,3.1,.,-0.1,.,-9.3,.,-4.6
COc1ccc(-c2cc(C(=O)NN)[nH]n2)cc1OC,-8.0,3.0,0.1,3.0,1.1,102.0,-1.7,1.4,-14.1
CC(OC(=O)c1ccccc1NCCO)C(=O)NC1CCCCC1C (stereo unspecified),1.8,-4.5,3.4,.,-2.4,.,-7.3,.,6.1
Cc1ccc(CN2CCNC(=O)C2CC(=O)O)cc1 (stereo unspecified),-1.0,0.9,-0.3,10.2,0.1,101.0,-5.2,16.5,0.7
O=C(COc1ccc2ccccc2c1)NNC(=O)c1ccc([N+](=O)[O-])cc1,6.9,-1.7,3.2,-23.5,-5.1,99.0,-5.2,-7.1,39.5
CCOC(=O)c1c(NC(=O)COc2ccccc2OCC)sc2c1CC(C)(C)NC2(C)C,-12.1,2.2,3.9,.,0.9,.,.,.,-7.0
O=C(Nc1nccs1)C1CCN(S(=O)(=O)c2ccc(F)cc2)CC1,-3.3,0.9,-5.8,-19.1,-2.0,100.0,0.6,2.8,-2.4
Cc1c(C(=O)Nc2ccc(Br)cc2)cnn1C,4.8,-10.1,-4.0,-1.8,-0.2,97.0,-5.3,0.2,12.1
O=C(Cc1ccc(Cl)cc1)N/N=C1\CCCc2ccccc21,-4.8,-0.6,-4.3,9.2,-1.6,89.0,-5.0,21.6,-29.4
CN(CC(=O)Nc1ccc(F)cc1)C(=O)COC(=O)CCN1C(=O)C2CC=CCC2C1=O (stereo unspecified),4.0,1.9,4.5,10.4,-1.0,102.0,1.1,33.4,-0.2
O=C(NN(C(=O)C1CC1)c1nc2ccccc2s1)C1CC1,0.3,-3.4,1.1,-0.5,1.4,100.0,-2.6,-8.2,3.0
N#Cc1ccccc1NC(=O)COc1ccc2c(c1)OCO2,3.7,-0.6,1.9,3.2,3.4,97.0,-7.5,23.2,-0.8
O=C(CN1CCOc2ccccc21)N1CCC(Cc2ccccc2)CC1,-1.5,4.5,1.0,.,-0.2,106.0,0.6,.,-11.6
COc1ccc(/C=N/NC(=O)CNC(=O)c2ccc(S(=O)(=O)N3CCCC3)cc2)c(OC)c1,-1.4,-0.6,5.2,3.7,4.2,102.0,-3.7,30.3,-8.2
Cc1ccc(C)c(OCC(=O)Nc2cccc(C(=O)O)c2)c1C,0.1,5.6,0.7,-0.4,2.9,99.0,-3.7,2.6,12.7
O=C(NCCCCCc1nc2ccccc2[nH]1)c1ccccc1Cl,3.6,9.6,6.7,2.7,-3.1,87.0,-1.9,13.9,-19.3
COc1ccc2c(C)c(C)c(=O)oc2c1OC,5.2,5.4,-1.6,-10.4,0.2,2.0*[inhibitor],5.0,47.1,8.9
O=C(CN1CCc2cc3c(cc2C1)OCCCO3)Nc1ccc(F)cc1,-1.3,3.1,-4.9,-13.6,0.1,105.0,0.9,16.9,-3.9
C=CC[C@H](CC(=O)N(CCO)Cc1ccccc1)C(=O)NCCOC(=O)[C@H](CC=C)CC(=O)OC(C)(C)C,-1.7,-6.7,5.7,.,-5.3,.,-2.3,.,10.1
NC1=NC[C@H](Cc2ccccc2)N1CCCCC1CCCCC1,-10.4,0.0,9.2,-26.5,-4.5,111.0,-0.7,4.5,-30.3
CC(C)CN(CC(C)C)C(=O)CN1c2cccc3cccc(c23)S1(=O)=O,-3.2,-1.2,6.9,-6.6,1.4,103.0,-11.2,26.5,2.5
CCOC(=O)N1CCN(C(=O)CSCC(=O)N=c2sc3cc(OC)ccc3n2C)CC1,1.7,.,-0.4,.,-7.3,.,3.8,.,14.0
CC(C)c1ccc(NC2CCCN(C(=O)c3cc(C(C)C)[nH]n3)C2)cc1 (stereo unspecified),0.9,.,-1.6,7.2,1.7,101.0,3.7,2.8,-9.9
O=S(=O)(Nc1ccc2[nH]ncc2c1)c1ccccc1Cl,-2.7,-1.0,4.7,-10.2,0.0,98.0,-9.1,-128.9,2.3
O=C(CN1C(=O)NC2(CCCC2)C1=O)Nc1nc2c(F)cc(F)cc2s1,1.8,-5.7,-4.7,.,-1.0,.,-4.5,.,-10.3

# Source: PubChem (several laboratories)
